# PAFAH2 inh = inhibitors of human PAFAH2; Q99487; inhibition, % at 3.39 µM; AID 492956; recombinant PAFAH2, FP-rhodamine activity probe, fluorescence polarization; 0.99% of 340,000 active;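 active = inhibition above the mean over all tested compounds plus 3 SD, cut at about 30% in these data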;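 note: inhibitors block probe labeling of enzyme so polarization drops; 0% = enzyme with DMSO and 100% = wells lacking PAFAH2 protein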
# GSTO1 counter = GSTO1 inhibition, counter-screen for RBBP9 inhibitors; 1.1% of 300,000 active; P78417; AID 1974; recombinant GSTO1, activity-based probe fluorescence polarization; inhibition, % at 5.96 µM;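 active = inhibition above the campaign mean inhibition plus 3 SD, cut at about 35% in these data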;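 note: 0% = GSTO1-1 with DMSO and 100% = wells lacking GSTO1-1 enzyme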
# Target sequence (P78417 whole entry, looked up): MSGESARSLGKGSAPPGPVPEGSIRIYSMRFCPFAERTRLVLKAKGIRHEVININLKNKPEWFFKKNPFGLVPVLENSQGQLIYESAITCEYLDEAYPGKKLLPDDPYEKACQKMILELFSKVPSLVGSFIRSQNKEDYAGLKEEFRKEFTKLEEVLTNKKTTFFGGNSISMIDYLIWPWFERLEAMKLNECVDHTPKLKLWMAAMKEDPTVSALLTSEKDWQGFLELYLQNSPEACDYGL
# PREPL inhibitor = inhibitors of human prolyl oligopeptidase-like enzyme PREPL; Q4J6C6; recombinant PREPL, fluorescence polarization activity-based probe; inhibition, % at 5.96 µM; 0.68% of 320,000 active; AID 2751; in the data active = inhibition above about 43%;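 note: 0% = enzyme with DMSO and 100% = wells lacking enzyme; many of its hits are not listed in these tables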
# Target sequence (Q4J6C6 whole entry, looked up): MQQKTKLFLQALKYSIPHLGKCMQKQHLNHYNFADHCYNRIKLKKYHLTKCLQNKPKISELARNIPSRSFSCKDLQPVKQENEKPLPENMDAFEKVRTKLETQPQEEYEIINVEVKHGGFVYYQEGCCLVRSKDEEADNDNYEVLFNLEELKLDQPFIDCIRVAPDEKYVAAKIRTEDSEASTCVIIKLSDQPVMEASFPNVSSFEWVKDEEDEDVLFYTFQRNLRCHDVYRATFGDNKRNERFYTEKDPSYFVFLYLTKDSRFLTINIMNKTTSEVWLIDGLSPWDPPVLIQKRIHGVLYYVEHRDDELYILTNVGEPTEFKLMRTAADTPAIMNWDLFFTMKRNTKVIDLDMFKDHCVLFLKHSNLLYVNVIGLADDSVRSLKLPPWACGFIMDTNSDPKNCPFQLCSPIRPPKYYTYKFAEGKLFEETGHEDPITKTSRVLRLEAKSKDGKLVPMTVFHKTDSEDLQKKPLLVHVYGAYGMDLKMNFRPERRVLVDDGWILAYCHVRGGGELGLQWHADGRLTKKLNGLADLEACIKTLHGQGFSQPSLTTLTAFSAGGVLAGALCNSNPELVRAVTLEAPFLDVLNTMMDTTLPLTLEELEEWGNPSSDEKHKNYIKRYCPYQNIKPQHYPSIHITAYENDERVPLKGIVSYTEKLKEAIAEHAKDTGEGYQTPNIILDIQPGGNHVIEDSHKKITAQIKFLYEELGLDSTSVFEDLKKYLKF
# LYPLA1 counter = LYPLA1 (human) inhibition in PME1 counter-screen; O75608; recombinant LYPLA1, FP-Rh probe fluorescence polarization; inhibition, % at 5.9 µM; 0.16% of 320,000 active;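 active = inhibition above the mean of all tested compounds plus 3 SD, set per campaign, cut at about 14% in these data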;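 note: inhibitors block serine hydrolase probe labeling of LYPLA1 so polarization falls; 0% = enzyme with DMSO and 100% = wells lacking LYPLA1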
# PAFAH1B2 FP inh = inhibitors of human PAFAH1B2. recombinant PAFAH1B2, FP-rhodamine activity probe, fluorescence polarization. P68402. inhibition, % at 3.39 µM. 1.2% of 340,000 active. AID 492953;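 active = inhibition above the mean of all tested compounds plus 3 SD, cut at about 24% in these data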;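 note: 0% = enzyme with DMSO and 100% = wells lacking PAFAH1B2; many of its hits are not listed in these tables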
# pPAFAH FP inh = pPAFAH (human) enzyme inhibition; Q13093; recombinant pPAFAH, FP-rhodamine probe fluorescence polarization; inhibition, % at 3.39 µM; 1.5% of 330,000 active;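 active = inhibition above the mean inhibition across the screen plus 3 SD, cut at about 25% in these data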;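 note: inhibitors block binding of the rhodamine activity-based probe so polarization drops; 0% = enzyme with DMSO and 100% = wells lacking pPAFAH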
# LYPLA2 counter = LYPLA2 (human) inhibition in PME1 counter-screen | O95372 | recombinant LYPLA2, FP-Rh probe fluorescence polarization | inhibition, % at 5.9 µM | 0.38% of 320,000 active | AID 2177;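 active = inhibition above the screen-wide mean plus 3 SD, limit set per campaign, cut at about 26% in these data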;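 note: 0% = LYPLA2 with DMSO and 100% = wells lacking LYPLA2 enzyme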
# PAD4 FP inh = blocks human protein arginine deiminase 4. Q9UM07. recombinant PAD4, RCA probe fluorescence polarization. inhibition, % at 6.36 µM. 0.41% of 330,000 active. AID 485272;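 active = percent inhibition above a cutoff equal to the mean of all tested compounds plus 3 SD, cut at about 15% in these data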;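 note: 0% = PAD4 with RCA probe and DMSO and 100% = probe without PAD4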
# PAFAH1B3 FP inh = inhibitors of human PAFAH1B3 | inhibition, % at 3.39 µM | recombinant PAFAH1B3, FP-rhodamine probe, fluorescence polarization | 0.28% of 340,000 active;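 active = inhibition above the screen-wide average of all tested compounds plus 3 SD, cut at about 25% in these data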;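 note: 0% = enzyme with DMSO only and 100% = wells lacking PAFAH1B3 protein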
# Starred values were filed as active, the others as inactive; / = not tested or not shown. This is a subset; the hit share may differ from the screen's.
SMILES,PAFAH2 inh,GSTO1 counter,PREPL inhibitor,LYPLA1 counter,PAFAH1B2 FP inh,pPAFAH FP inh,LYPLA2 counter,PAD4 FP inh,PAFAH1B3 FP inh
Cc1ccc(Nc2nnc(SCc3ccccc3)s2)cc1,-2,4,-10,-2,-1,9,7,2,-6
O=C(NCCc1cccc(F)c1)C1CCC(=O)N(CCCc2ccccc2)C1 (centres undefined),22,4,4,2,-2,9,-1,1,9
O=C(/C=C/c1ccco1)OCn1nnc2ccccc2c1=O,7,11,14,-3,5,3,11,3,2
CC1CCCN(C(=O)Nc2cccc(NC(=O)N3CCCC(C)C3C)c2)C1C (centres undefined),-9,7,25,-2,12,-1,0,0,4
COc1ccc(COC(=O)c2sc3nc4n(c(=O)c3c2C)CCC4)cc1,4,-6,-5,-4,8,-11,3,-3,5
COc1cccc(-c2coc3cc4oc(=O)c(CCC(=O)O)c(C)c4cc23)c1,7,-18,6,0,4,11,7,-1,11
Cc1ccc(C(=O)Nc2nnc(-c3cccs3)s2)cc1C,4,3,-4,1,2,6,-3,-4,-7
Cc1ccc(NC(=O)CS(=O)Cc2nc(-c3ccc(C)cc3)oc2C)cc1 (centres undefined),0,6,-10,-1,20,-2,-3,-2,1
COc1ccccc1N1CCN(C(=O)CCc2nnc3ccc(N4CCC(C)CC4)nn23)CC1,1,6,13,4,2,6,3,1,4
COc1ccc(OC)c(NC(=O)C2CCCN2S(=O)(=O)c2cccc3nsnc23)c1 (centres undefined),3,5,3,-3,1,2,-6,-1,12
Cc1ccccc1C(=O)c1cccn1CC(=O)NCC(C)c1ccccc1 (centres undefined),4,-2,-49,-4,6,-2,-12,1,8
COc1ccc(OCc2cc(C(=O)NC(C)Cc3cnccn3)no2)c(Cl)c1 (centres undefined),-1,-1,-13,0,6,3,5,1,15
Cc1cccc(CN2CCN(Cc3cnn(-c4ccccc4F)c3)CC2CCO)n1 (centres undefined),-7,8,17,4,0,5,-1,9,6
NC(=O)C1CC(=O)N(Cc2ccc3c(c2)OCO3)C(=Nc2ccccc2)S1 (centres undefined),-2,4,-1,-2,3,0,3,-5,1
S=C(Nc1ccc(Br)cc1)NC1CCCCC1,1,-1,4,-5,11,5,-2,-3,9
Cc1ccc(CN2CCS(=O)(=O)CC2)o1,5,-8,5,6,4,-3,-4,-4,1
C=CCn1nnnc1-c1cccc(Cl)c1,4,15,6,-1,1,-7,-3,3,6
COc1ccc(N(CC(=O)N2CCN(c3ccccc3F)CC2)S(=O)(=O)c2ccc(C)cc2)cc1,-1,-7,1,3,-2,2,7,-1,4
COc1ccc(CNC(=O)c2ccc(S(=O)(=O)N3CCCC3)cc2)cc1OC,3,-1,8,5,2,4,11,2,-2
CC(COc1ccccc1)N1CCC(CO)(CCc2ccccc2)CC1 (centres undefined),7,-3,-6,7,1,2,5,-1,13
CCCc1ccc(S(=O)(=O)N(C)S(=O)(=O)c2ccc(F)cc2)cc1,8,4,-3,0,11,4,4,2,2
O=C(COC(=O)[C@@H]1CCCN1S(=O)(=O)c1ccc(Cl)cc1)NCC(F)(F)F,-7,-3,6,2,0,1,-12,-6,-1
COc1ccc(C(=O)CSc2nc(C)cc(C)n2)cc1[N+](=O)[O-],-1,6,6,3,7,2,7,-2,1
COc1ccc2nc(NC(=O)c3ccoc3C)sc2c1,2,-1,1,-5,2,0,-7,4,4
O=C(NC(=S)N(Cc1ccccc1)c1ccccn1)C1CCCCC1,7,-2,-5,-2,2,3,-4,-3,6

# (continued)
SMILES,PAFAH2 inh,GSTO1 counter,PREPL inhibitor,LYPLA1 counter,PAFAH1B2 FP inh,pPAFAH FP inh,LYPLA2 counter,PAD4 FP inh,PAFAH1B3 FP inh
COc1ccc(-c2noc(=O)[nH]2)cc1,-6,-2,0,-1,-4,0,-2,-3,11
O=C(Nc1cccc(-c2csc(Nc3ccc(Cl)cc3)n2)c1)c1cc([N+](=O)[O-])cc(C(F)(F)F)c1,52*,-5,8,-20,39*,41*,6,3,49*
COc1cccc(C(=O)Nc2nnc(SCC(=O)Nc3ccc(NC(C)=O)cc3)s2)c1,4,-27,1,-1,9,9,2,1,3
COC(=O)C1=C(C)Nc2c(c(=O)n(C)c(=O)n2C)C1c1cccnc1 (centres undefined),4,8,2,-3,5,5,-6,-1,3
COc1cccc2cc(C(=O)NCCc3ccccc3)oc12,-2,-3,-2,5,5,0,9,17*,4
Cc1cc(NC(=O)c2cc3ccccc3o2)ccc1NC(=O)c1ccccc1,1,-5,7,-6,-2,6,-1,-2,6
COc1ccc(NC(=S)N2C3CCC2CC(NC(=O)NC24CC5CC(CC(C5)C2)C4)C3)c(OC)c1 (centres undefined),5,3,16,-1,-3,-1,-5,2,-1
Cc1ccccc1N(C(=O)Cc1c[nH]c2ccccc12)C(C(=O)NC1CCCCC1)c1ccco1 (centres undefined),-7,2,1,0,0,-2,-1,-5,-1
S=C(NC1CCCCC1)N1CCCCC1,-3,4,12,2,2,-10,-1,-2,5
O=C(CCS(=O)(=O)Cc1ccccc1F)NCCc1ccc(Cl)cc1,-5,5,9,2,24,11,9,-2,8
O=C(NC1CCCCC1)N1CCC(c2nc(-c3ccc(S(=O)(=O)N4CCCC4)cc3)no2)CC1,0,0,6,0,-5,2,5,1,-8
CCOc1ccc(Br)cc1S(=O)(=O)Nc1ccc(Cl)c(S(=O)(=O)N(C)C)c1,5,3,2,2,4,3,2,-2,-4
Cc1cc(C(=O)CSc2nc(N)cc(N)n2)c(C)n1C1CC1,0,18,18,1,-3,9,-3,16*,4
CCCCC(C(=O)O)C(C)CC(=O)NNC(=O)c1ccco1 (centres undefined),3,8,0,12,7,0,3,-4,8
CC(NC(=O)COc1ccccc1)C(=O)NCc1ccccc1Cl (centres undefined),3,/,4,/,7,6,/,2,14
Cc1cccc(-n2cc(C(=O)O)c(=O)cc2C)c1,12,4,5,0,0,0,-3,4,5
O=C(Nc1cccc(C(=O)Nc2ccc(Cl)cn2)c1)c1ccccc1,-2,-3,4,-11,-1,-3,-18,2,4
CN(Cc1ccc(OC(F)F)cc1)C(=O)c1ccccc1Sc1ccccc1C#N,0,-3,2,-4,13,1,1,4,4
CCN(Cc1ccccc1)S(=O)(=O)c1cc(C(=O)O)ccc1OC,-5,-2,-2,-4,6,2,-5,-5,8
Cc1ccccc1OCC(=O)N/N=C/c1cccn1C,1,7,2,0,-1,15,0,1,-4
CCOc1ccc(-c2cc(C(=O)NN=C3CCN(C)CC3)[nH]n2)cc1,-4,-1,0,-1,3,-1,1,-4,1
CC(C)NC(=O)CSc1nnc(-c2ccco2)n1N,-3,-12,0,-2,0,1,6,-2,0
CC(=O)c1cccc(NC(=O)c2csc(-n3nc(C)cc3C(F)(F)F)n2)c1,-5,2,5,0,3,-2,-3,3,3
O=C(NCC(=O)N(CCN1CCOCC1)C(C(=O)NC1CCCC1)c1cccs1)c1ccco1 (centres undefined),-8,6,6,-2,-3,-2,0,-1,4
CCC(Sc1nc(C)cc(=O)[nH]1)C(=O)Nc1nc(-c2ccccc2)cs1 (centres undefined),10,-16,-2,-1,4,1,-3,-2,1

# Rewritten field by field: entries from further up.
> CCOc1ccc(-c2cc(C(=O)NN=C3CCN(C)CC3)[nH]n2)cc1
  PAFAH2 inh: -4; GSTO1 counter: -1; PREPL inhibitor: 0; LYPLA1 counter: -1; PAFAH1B2 FP inh: 3; pPAFAH FP inh: -1; LYPLA2 counter: 1; PAD4 FP inh: -4; PAFAH1B3 FP inh: 1

> O=C(NCC(=O)N(CCN1CCOCC1)C(C(=O)NC1CCCC1)c1cccs1)c1ccco1 (centres undefined)
  PAFAH2 inh: -8; GSTO1 counter: 6; PREPL inhibitor: 6; LYPLA1 counter: -2; PAFAH1B2 FP inh: -3; pPAFAH FP inh: -2; LYPLA2 counter: 0; PAD4 FP inh: -1; PAFAH1B3 FP inh: 4

> CCOc1ccc(Br)cc1S(=O)(=O)Nc1ccc(Cl)c(S(=O)(=O)N(C)C)c1
  PAFAH2 inh: 5; GSTO1 counter: 3; PREPL inhibitor: 2; LYPLA1 counter: 2; PAFAH1B2 FP inh: 4; pPAFAH FP inh: 3; LYPLA2 counter: 2; PAD4 FP inh: -2; PAFAH1B3 FP inh: -4

> CN(Cc1ccc(OC(F)F)cc1)C(=O)c1ccccc1Sc1ccccc1C#N
  PAFAH2 inh: 0; GSTO1 counter: -3; PREPL inhibitor: 2; LYPLA1 counter: -4; PAFAH1B2 FP inh: 13; pPAFAH FP inh: 1; LYPLA2 counter: 1; PAD4 FP inh: 4; PAFAH1B3 FP inh: 4

# (continued)
SMILES,PAFAH2 inh,GSTO1 counter,PREPL inhibitor,LYPLA1 counter,PAFAH1B2 FP inh,pPAFAH FP inh,LYPLA2 counter,PAD4 FP inh,PAFAH1B3 FP inh
O=C(NCCOC(=O)c1ccc(F)cc1)c1ccc(F)cc1,3,3,-11,1,-2,4,5,1,-7
CC1(C)CC2(CCO1)OC(=O)CC2C(=O)NCc1ccccc1 (centres undefined),-15,6,1,0,6,2,-3,-6,9
O=c1cc(-c2ccc(C(F)(F)F)cc2)oc2ccccc12,2,/,8,/,4,15,/,1,16
CC(C)CNS(=O)(=O)c1cc(C(=O)OCC(=O)N2CCOCC2)c(Cl)cc1Cl,3,26,-2,-2,2,-1,-6,1,5
CCOCCCNC(=O)C(NC(=O)C1CCC(=O)N1)c1ccc(C)cc1 (centres undefined),2,4,10,0,1,-4,-2,-2,-3
N#C/C(=C/c1ccc(CNS(=O)(=O)c2ccccc2)o1)C(N)=O,-3,2,3,3,2,3,0,6,7
Oc1c(C(c2ccccc2Cl)N2CCCC2)ccc2cccnc12 (centres undefined),5,-23,-2,-1,0,15,5,-2,10
O=C(O)CN1C(=O)C(=O)N(Cc2cccc(F)c2)C1=O,1,-1,7,1,-1,3,-1,-4,-5
O=S(=O)(c1ccc(Cl)cc1Cl)n1ccc2cccnc21,0,2,7,-4,-1,-2,-3,2,-2
O=C(Nc1cnn(Cc2ccc(Cl)cc2Cl)c1)c1noc2c1CCCC2,6,-9,-20,-6,8,11,-6,1,6
COC(=O)c1ccc(NC(=O)c2sc3nc(-c4ccccc4)cn3c2C)cc1,-14,-3,-12,-4,-6,0,-1,-4,-5

# PAFAH1B3 FP inh, what is marked active above.
smiles	PAFAH2 inh	PREPL inhibitor	PAFAH1B2 FP inh	pPAFAH FP inh	PAD4 FP inh	PAFAH1B3 FP inh
O=C(Nc1cccc(-c2csc(Nc3ccc(Cl)cc3)n2)c1)c1cc([N+](=O)[O-])cc(C(F)(F)F)c1	52*	8	39*	41*	3	49*

# 5 records picked at random from the list so far:
SMILES,PAFAH2 inh,GSTO1 counter,PREPL inhibitor,LYPLA1 counter,PAFAH1B2 FP inh,pPAFAH FP inh,LYPLA2 counter,PAD4 FP inh,PAFAH1B3 FP inh
O=S(=O)(c1ccc(Cl)cc1Cl)n1ccc2cccnc21,0,2,7,-4,-1,-2,-3,2,-2
Oc1c(C(c2ccccc2Cl)N2CCCC2)ccc2cccnc12 (centres undefined),5,-23,-2,-1,0,15,5,-2,10
O=C(NCCOC(=O)c1ccc(F)cc1)c1ccc(F)cc1,3,3,-11,1,-2,4,5,1,-7
O=c1cc(-c2ccc(C(F)(F)F)cc2)oc2ccccc12,2,/,8,/,4,15,/,1,16
N#C/C(=C/c1ccc(CNS(=O)(=O)c2ccccc2)o1)C(N)=O,-3,2,3,3,2,3,0,6,7
